# Bioassay records deposited in PubChem by Emory University Molecular Libraries Screening Center.
# EP2 antag: inhibitors of human EP2 prostaglandin E2 receptor; AID 1422; inhibition, % at 25 µM; P43116; 260,000 compounds, 0.52% hits; C6 glioma cells expressing human EP2, cAMP TR-FRET; cells stimulated with saturating PGE2;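 active means percent inhibition above 40 after rounding to a whole number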;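 further: rat C6 glioma host cells with rolipram phosphodiesterase inhibitor present; the protocol text gives 20 µM as final concentration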
# Target sequence (P43116 whole entry, looked up): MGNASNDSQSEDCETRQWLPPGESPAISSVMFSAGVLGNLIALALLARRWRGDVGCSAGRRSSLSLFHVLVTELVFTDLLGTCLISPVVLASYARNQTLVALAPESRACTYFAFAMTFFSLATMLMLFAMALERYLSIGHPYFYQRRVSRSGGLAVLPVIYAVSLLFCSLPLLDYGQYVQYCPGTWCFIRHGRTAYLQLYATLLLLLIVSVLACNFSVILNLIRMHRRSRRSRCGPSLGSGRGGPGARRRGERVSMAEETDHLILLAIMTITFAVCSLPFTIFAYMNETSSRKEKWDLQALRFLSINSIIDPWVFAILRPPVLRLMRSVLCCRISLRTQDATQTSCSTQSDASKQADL
# CHOP inhibitor: CHOP inhibition in unfolded protein response | CHO-K1 CHOP-promoter luciferase, tunicamycin-induced, 15-18 h | 220,000 compounds, 3.8% hits | inhibition, % at 10 µM;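 active means compounds that reduced the stress-induced luciferase reporter signal by more than about 70% of percent inhibition, limit read from the data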;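 further: 0% = tunicamycin plus vehicle and 100% = wells without tunicamycin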
# Active calls of the source: *; . = no result given; & = joins results of further samples.
1	Nc1ncnc2nc[nH]c12
2	CCC(=O)O[C@]1(C(=O)SCF)[C@H](C)C[C@H]2[C@@H]3C[C@H](F)C4=CC(=O)C=C[C@]4(C)[C@@]3(F)[C@@H](O)C[C@@]21C
3	CCn1cc(C(=O)O)c(=O)c2cc(F)c(N3CCNCC3)nc21
4	O=C(O)c1cc2ccccc2c(Cc2c(O)c(C(=O)O)cc3ccccc23)c1O
5	O=C(O)/C=C/c1ccc(O)cc1

assay / compound | 1 | 2 | 3 | 4 | 5
EP2 antag | 9.3&11.4 | 14.0 | 10.4 | 33.8 | 12.0
CHOP inhibitor | . | . | . | . | .

# One compound at a time (already shown). Order of values: EP2 antag	CHOP inhibitor
# `O=C(O)/C=C/c1ccc(O)cc1` is entered as 12.0	.
# `CCn1cc(C(=O)O)c(=O)c2cc(F)c(N3CCNCC3)nc21` is entered as 10.4	.
# `Nc1ncnc2nc[nH]c12` is entered as 9.3&11.4	.

# Further compounds follow.
6	CCCCCC(=O)O[C@]1(C(C)=O)CCC2C3CCC4=CC(=O)CC[C@]4(C)C3CC[C@@]21C (stereo partly drawn)
7	CCCCCCc1ccc(O)cc1O
8	Cc1cccc(Nc2cc(Cl)nc(SCC(=O)O)n2)c1C
9	O=c1ccn([C@H]2C[C@H](O)[C@@H](CO)O2)c(=O)[nH]1
10	COc1ccc(CN2CCN(C(c3ccc(F)cc3)c3ccc(F)cc3)CC2)c(OC)c1OC

assay / compound | 6 | 7 | 8 | 9 | 10
EP2 antag | 8.6 | 14.6 | 16.5&11.5 | 14.7 | 22.8
CHOP inhibitor | . | . | . | . | .

# Among those listed so far, three contain fluorine:
2	CCC(=O)O[C@]1(C(=O)SCF)[C@H](C)C[C@H]2[C@@H]3C[C@H](F)C4=CC(=O)C=C[C@]4(C)[C@@]3(F)[C@@H](O)C[C@@]21C
3	CCn1cc(C(=O)O)c(=O)c2cc(F)c(N3CCNCC3)nc21
10	COc1ccc(CN2CCN(C(c3ccc(F)cc3)c3ccc(F)cc3)CC2)c(OC)c1OC

assay / compound | 2 | 3 | 10
EP2 antag | 14.0 | 10.4 | 22.8
CHOP inhibitor | . | . | .

# Continuation:
11	Nc1c2ccccc2nc2ccccc12 (tested in a mixture with another compound)
12	Cc1cc(C)cc(OCC2CNC(=O)O2)c1 (stereo not drawn)
13	CC(=O)Nc1ccccc1
14	CC1=C(C(=O)O)N2C(=O)[C@@H](NC(=O)C(N)c3ccc(O)cc3)[C@H]2SC1 (stereo partly drawn)
15	COc1ccc(-c2cc(=O)c3c(O)c(OC)c(OC)c(OC)c3o2)cc1OC

assay / compound | 11 | 12 | 13 | 14 | 15
EP2 antag | 6.8 | 5.8 | 9.4 | 13.5 | 13.0
CHOP inhibitor | . | . | . | . | .

16	COc1c(O)cc2c(c1O)[C@H]1O[C@H](CO)[C@@H](O)[C@H](O)[C@@H]1OC2=O
17	CCc1c2c(nc3ccc(OC(=O)N4CCC(N5CCCCC5)CC4)cc13)-c1cc3c(c(=O)n1C2)COC(=O)[C@]3(O)CC
18	COc1cc([C@H]2Oc3cc([C@H]4Oc5cc(O)cc(O)c5C(=O)[C@@H]4O)ccc3O[C@@H]2CO)ccc1O
19	CCOC(=O)NNc1nncc2ccccc12
20	CC(C)[C@@H]1CC[C@@H](C)CC1=O

assay / compound | 16 | 17 | 18 | 19 | 20
EP2 antag | 10.4 | 14.6&10.7 | 10.4 | 6.4 | 11.9
CHOP inhibitor | . | . | . | . | .

21	COC(=O)C1=CO[C@@H](OC2OC(CO)C(O)C(O)C2O)[C@@H]2[C@@H](C)[C@@H](O)C[C@H]12 (stereo partly drawn)
22	C#C[C@]1(O)CCC2C3CCC4=CC(=O)CC[C@@H]4C3CC[C@@]21CC (stereo partly drawn)
23	CC(=O)Nc1ccc(O)cc1
24	NC(=NCc1ccccc1)NC(=O)c1nc(Cl)c(N)nc1N
25	Nc1c2c(nc3ccccc13)CCCC2O (stereo not drawn)

assay / compound | 21 | 22 | 23 | 24 | 25
EP2 antag | 12.6 | 12.6 | 9.1 | 26.2&7.5&11.4 | 13.6&6.8
CHOP inhibitor | . | . | . | 27.9 | 0.3

# Taken from above:
# Entry for entry 23 in EP2 antag: 9.1
# Entry for entry 19 in EP2 antag: 6.4
# Entry for entry 15 in EP2 antag: 13.0

# An excerpt, so the mix of outcomes need not match the whole.
